Screening data deposited in PubChem BioAssay by several laboratories.
Dynein cargo inh: dynein cargo transport inhibition; z-score, hits read low; 3617.4 mouse cells, GR-EGFP nuclear translocation imaging; test concentration mostly 20 µM; stimulated with dexamethasone, 1 µM; hits give low values; 0.47% of 220,000 active; AID 1381;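 active = plate z-score of nuclear minus cytoplasmic receptor signal below a set negative limit, without overly bright fluorescence or cell loss, cut at about -3.5 in these data, passing the limit was not always enough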;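 note: z-score of nuclear minus cytoplasmic ring GR-EGFP intensity difference per well; some compounds called inactive have numbers as strong as hits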
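medium = tetracycline-free induction medium containing charcoal-stripped FBS | also added = 1.0 µM final dexamethasone stimulus | schedule = 48 h induction, 1 h compound, 30 min dex at 37 °C | technique = fixed, Hoechst-stained cells imaged at 10x for EGFP | measure = GR-EGFP nuclear translocation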
Autophagy mod: autophagy modulation, high-content screen. AID 463193. MEF GFP-LC3 puncta imaging; test concentration mostly 10 µM. calls only at 10 µM (by protocol). 0.98% of 190,000 active;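 active = percentage of spot-positive cells more than 3 SD above its plate mean, without a fluorescence outlier flag or 80% toxicity; inconclusive = no clear call, values can overlap the other calls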;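 note: spot-positive cell cutoff set from DMSO-treated cells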
M17LAP inhibition: P. falciparum M17LAP inhibitors, primary screen, biochemical, fluorogenic H-Leu-NHMec substrate, 1536-well (AID 1619) | recombinant M17LAP, H-Leu-NHMec fluorogenic kinetic assay; higher % means a stronger effect | one-dose inhibition, % at 30 µM; IC50 in µM for titrated hits | 0.38% of 220,000 active;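 active = compound inhibiting the enzyme by more than half at any dose during confirmatory dose-response retesting; inconclusive = strong single-dose inhibitors picked by rank but not retested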;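 note: plate controls were full reaction with DMSO carrier for no effect and no enzyme background for full effect; strong numbers were not always called active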
Insulin prom up: MIN6 insulin promoter up-regulation; AID 1625; 0.3% of 190,000 active; z-score at 5 µM; MIN6 insulin promoter-GFP reporter, high-content imaging; hits give high values;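 active = z-score above 3 at 5 µM with at least 500 cells counted in the well; inconclusive = wells under 500 cells, flagged as cytotoxic or low count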
K1F lysis inhibition: protection from phage-mediated lysis, alamar blue read-out – E. coli UTI89, K1F phage, bacterial capsule biogenesis inhibitors (AID 488966). E. coli UTI89 K1F phage lysis, alamar blue, 2 h; higher % means a stronger effect. inhibition, % at 100 µM; hits with a dose series show IC50 in µM. 0.02% of 340,000 active;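 active = phage lysis inhibition, versus mean bacterial control, above a set limit; inconclusive = no clear call, values can overlap the other calls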;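 note: capsule biogenesis inhibitors block K1F phage lysis so surviving cells raise fluorescence; higher fluorescence means more inhibition of phage lysis; actives were called in the ten point dose series up to 300 µM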
CSM14.1 death rescue: rescue of cells from ER stress-induced death, primary screen, 384-well, CSM14.1, thapsigargin, ATP luminescence (AID 1222); 190,000 tested, under 10 active; cellular ATP content (survival), % at 20 µM; hits with a dose series show EC50 in µM; CSM14.1 thapsigargin-induced death rescue, ATP luminescence; higher % means a stronger effect;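 active = EC50 below 50 µM in the dose-response confirmation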;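 note: death triggered by thapsigargin at about 15 µM added after 2 h compound pretreatment; cell ATP read after overnight thapsigargin exposure of roughly 18 to 22 hours; normalized against plate controls of thapsigargin alone and 5% DMSO vehicle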
MT stabilize HCS: microtubule stabilizers in HeLa cells; HeLa tubulin immunostaining HCS, 24 h; share of cells brighter than vehicle mean+2SD; % tubulin-high responders, % at 10 µM; 0.83% of 200,000 active;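 active = plate Z-score above 3 for both tubulin-high and condensed-nucleus cell shares, with cell loss under 80%, at 10 µM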;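 note: anti alpha tubulin signal scored within the nucleus-defined area of each cell; some results filed as inactive read as strong as hits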
P. falciparum M1AAP: P. falciparum M1AAP inhibitors, biochemical, fluorogenic H-Leu-NHMec substrate, 1536-well (AID 1445); recombinant M1AAP, H-Leu-NHMec fluorogenic kinetic assay; higher % means a stronger effect; inhibition, % at 30 µM, or IC50 in µM where a hit was titrated; 0.42% of 220,000 active;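 active = primary inhibition above the hit cutoff, then over 50% inhibition at one or more dose response concentrations, cut at about 23% in these data, passing the limit was not always enough; inconclusive = conflicting primary data, or primary hits not chosen for dose response; inactive = low primary inhibition, or under 50% at every dose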;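 note: plate controls were DMSO full reaction for no effect and no enzyme background for full effect; strong numbers were not always called active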
b-catenin transl: alters nuclear translocation of beta-catenin in HeLa cells; immunofluorescence imaging; nuclear translocation activity, % at 5 µM; 0.3% of 190,000 active;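 active = nuclear translocation activity above 50% at 5 µM, with a well cell count of 50 or more; inconclusive = wells under 50 cells across six images, flagged as toxic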;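 note: per-cell ratio of nuclear to cytoplasmic median beta-catenin stain intensity; plate controls were DMSO negative control for no effect and GSK-3 inhibitor IX positive control for full effect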
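Test system: HeLa cells, endogenous beta-catenin; Compound: single 5 µM dose plus 0.02–20 µM confirmation series; Times: compound exposure 24 h at 37°C; Signal: fluorescence imaging of beta-catenin antibody stain plus DAPI; Read-out: % activation, nuclear-to-cytoplasmic median beta-catenin signal ratio per cell.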
Dynein cargo inh cytoplasmic EGFP: recorded beside Dynein cargo inh, whose call it bears; z-score; measured here: cytoplasmic GR-EGFP intensity; hits give high values
Dynein cargo inh nuclear GR-EGFP: recorded beside Dynein cargo inh, whose call it bears; z-score; measured here: nuclear GR-EGFP intensity;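 lower value marks the stronger effect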
Dynein cargo inh cell count: second read-out of Dynein cargo inh, no call of its own (marks repeat the call); z-score; measured here: cell count per field
Insulin prom up cell count: second read-out of Insulin prom up, no call of its own (marks repeat the call); cell count; measured here: cytotoxicity, nuclei count;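 total cells summed across four imaged fields per well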
b-catenin transl cell count 5 µM: recorded beside b-catenin transl, whose call it bears; cell count; measured here: cell count, cytotoxicity flag
MT stabilize HCS Hoechst-high %: also measured in MT stabilize HCS; calls as there; % Hoechst-high responders; measured here: nuclear condensation Hoechst responders;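 share of cells brighter than vehicle mean plus two SD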
MT stabilize HCS cytotoxicity %: recorded beside MT stabilize HCS, whose call it bears; toxicity, %; measured here: cytotoxicity by cell density;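 0% = mean cell density of plate MIN control wells and 100% = no cells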
Autophagy mod cell loss 18 h: second read-out of Autophagy mod, no call of its own (marks repeat the call); toxicity, %; measured here: cell loss, nuclei count;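 cell loss after 18 h compound exposure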
An asterisk follows results filed as active; i = inactive; ? = inconclusive; . = no result given; [ ] = remark or other dose.

SMILES	Dynein cargo inh	Dynein cargo inh cytoplasmic EGFP	Dynein cargo inh nuclear GR-EGFP	Dynein cargo inh cell count	Autophagy mod	Autophagy mod cell loss 18 h	M17LAP inhibition	Insulin prom up	Insulin prom up cell count	K1F lysis inhibition	CSM14.1 death rescue	MT stabilize HCS	MT stabilize HCS Hoechst-high %	MT stabilize HCS cytotoxicity %	P. falciparum M1AAP	b-catenin transl	b-catenin transl cell count 5 µM
O=C(Nc1ccc(Cl)c(Cl)c1)N1N=CCC1c1ccccc1 (stereo unspecified)	0.636	-0.247	0.0421	0.313	i	-0.5	0.1%	.	.	-1.3%	-1.5%	2.9	2.3	6.2	-1.4%	1.5	1511
CC(=O)NC1=NN(C(C)=O)C(C)(c2ccccc2)S1 (stereo unspecified)	-0.707	-0.0882	-0.194	-0.0492	i	44.2	5.2%	-0.72	1088	0.6%	0.2%	39.7	13.0	49.8	9.9%	5.3	884
COc1ccc(CCN=C2SCC(=O)N2C)cc1OC	0.572	-0.0391	0.747	-0.35	i	0.8	-3.5%	.	.	3.5%	1.7%	4.1	1.4	11.8	2.3%	-0.5	881
FC(F)(F)c1ccc(Cl)c(NC(=S)N/N=C/c2ccccc2C(F)(F)F)c1	-0.014	-0.196	0.149	-0.591	i	18.1	0.5%	-0.63	1225	0.5%	-0.9%	2.3	4.1	10.0	-3.6%	.	.
COc1cccc(NC(=O)Nc2nnc(N3CCCCC3C)s2)c1 (stereo unspecified)	2.46	-0.126	2.47	-1.59	i	-28.9	7.9%	0.76	885	2.2%	-2.8%	2.2	1.2	9.3	-1.7%	1.6	469
C=CCn1c(SCC(=O)N2CCN(c3ccc(F)cc3)CC2)nnc1-c1cccs1	0.302	0.0252	0.372	-0.653	i	0.4	-7.2%	1.22	772	2.3%	-0.6%	4.9	3.0	2.0	3.7%	.	.
Cc1cc(=O)n2nc(N3CCCC(C(=O)NCCCN4CCc5ccccc5C4)C3)sc2n1 (stereo unspecified)	-0.629	-0.225	-0.134	0.558	i	-7.8	16.1%	0.09	1259	-0.4%	-2.4%	3.4	3.4	4.3	20.9%	0.9	950
CC(C)CNC(=S)N1CCC(C(=O)c2ccc3c(c2)OCCO3)CC1	-0.565	-0.161	-0.125	0.221	i	-11.2	-1.6%	-0.04	1390	0.1%	0.3%	1.3	1.3	4.8	2.9%	-0.6	1615
O=C1c2ccccc2CN1CCNS(=O)(=O)c1ccc2ccccc2c1	-0.543	-0.212	-0.0734	-0.0713	i	-7.3	-3.8%	0.03	1612	1.3%	-1.5%	3.1	1.0	10.4	-1.9%	-1.4	1376
CC(=O)N1Cc2ccccc2C(C)CC12CCCCC2 (stereo unspecified)	-0.263	-0.246	0.00267	1.03	i	-6.5	-3.1%	-1.07	1339	0.1%	-2.2%	3.9	1.6	1.0	3.2%	0.1	1121
COc1ccc(N(Cc2ccccc2)S(=O)(=O)c2cccc(C(=O)O)c2)cc1	1.24	-0.222	0.189	-1.38	.	.	-7.2%	-0.78	631	-2.4%[50 µM]	.	.	.	.	-7.1%	-0.2	1303
COc1ccccc1Oc1nc(-c2ccccc2)cc(C)c1S(C)(=O)=O	0.51	-0.376	0.382	-0.0243	i	7.9	3.9%	-0.13	1201	-0.1%	-0.2%	1.6	1.4	8.8	2.9%	-0.5	1386
COc1ccc(-n2c(SCC(=O)Nc3ccc4c(c3)OCO4)nnc2C(C)N2CCCCC2)cc1 (stereo unspecified)	-0.601	-0.207	-0.0643	-0.209	i	23.3	-2.0%	-0.31	600	0.4%	4.6%	4.7	2.9	8.9	3.9%	-2.5	818
CN1/C(=C\C(=O)CSc2ncn[nH]2)C(C)(C)c2ccccc21	2.5	-0.348	1.2	-0.386	i	-4.0	69.6%	.	.	5.3%	-1.9%	3.3	1.6	0.4	6.9%	0.4	939
Cc1ccccc1S(=O)(=O)Nc1nc2ccccc2nc1N1CCc2ccccc2C1	0.135	-0.277	0.54	-0.109	i	8.3	-7.2%	1.5	1351	0.2%	-1.6%	6.6	2.3	5.6	1.1%	-2.5	1044
O=C(CSc1nc2ccccc2[nH]1)N/N=C/c1ccncc1	0.601	-0.283	0.271	0.0302	.	.	3.1%	-0.4	1344	.	.	.	.	.	-7.7%	3.9	950
COc1cccc(C2CC(c3ccc(C(C)C)cc3)n3nc(N)nc3N2)c1 (stereo unspecified)	-0.559	-0.111	-0.249	0.153	.	.	-2.6%	-1.9	769	3.2%	5.6%	4.7	2.0	6.2	13.1%	-1.6	1211
CCOC(=O)c1c(C)oc2c1c(C(c1ccccc1)N1CCOCC1)c(O)c1ccccc12 (stereo unspecified)	-0.562	-0.223	-0.166	0.226	i	-21.9	9.2%	0.93	910	-0.4%	-2.9%	2.5	4.7	7.1	4.7%	1.8	999
COc1ccc(/C=N/S(=O)(=O)CCc2ccccc2)c(OC)c1	0.0362	-0.21	0.185	-0.703	i	4.0	10.3%	0.88	1431	-0.1%	-2.3%	2.0	4.2	14.5	13.3%	1.3	1238
CC(C)CNS(=O)(=O)c1cc(C(=O)OCC(=O)N(C)C2CCS(=O)(=O)C2)c(Cl)cc1Cl (stereo unspecified)	-0.399	-0.802	-0.429	0.4	.	.	.	-1.48	1049	0.1%	.	.	.	.	.	1.8	1302
COc1ccc(CCNC(=O)COC(=O)/C=C/c2cc(OC)c(OC)c(OC)c2)cc1OC	-0.261	-0.107	0.0558	0.18	i	6.4	-13.4%	-0.27	1362	0.7%	-0.7%	2.3	2.6	8.5	6.0%	2.4	1155
Cc1cccc(C)c1NC(=O)C(c1ccc(Cl)cc1Cl)N1CCCCC1 (stereo unspecified)	0.162	-0.226	-0.297	0.286	i	-6.5	24.2%	.	.	0.1%	2.3%	0.9	1.1	4.6	-3.5%	.	.
O=C(/C=C/c1cc(Br)ccc1O)c1ccco1	-4.73*	1.77*	-2.31*	-0.284*	.	.	-3.7%	?	.	-2.5%[50 µM]	.	.	.	.	5.1%	1.1	1327
CCN(CC)C(=O)c1ccc2nc(-c3ccccc3)c(-c3ccccc3)nc2c1	-0.941	-0.138	0.14	0.629	i	-59.4	-20.7%	1.64	1477	7.1%	-2.3%	3.4	2.8	2.6	8.6%	-1.7	1053
COc1cccc(Nc2nc(N)c([N+](=O)[O-])c(NCc3ccco3)n2)c1	-0.169	-0.267	0.272	0.874	.	.	4.9%	.	.	.	.	.	.	.	8.0%	-0.5	1318
Cc1noc(C)c1C(=O)N(C)Cc1ccccc1	-0.512	-0.205	-0.333	0.694	.	.	-2.8%	0.86	1463	0.2%	.	.	.	.	-6.4%	-3.1	1173
O=C(c1ccco1)N1CCN(S(=O)(=O)c2cccc3nsnc23)CC1	0.123	-0.203	0.369	0.0339	i	1.0	-5.7%	-0.67	1323	-0.1%	-2.4%	2.0	1.6	8.3	15.9%	-2.1	1209
CCO[C@@H]1OC(C(N)=O)=C[C@H](c2ccc(C(F)(F)F)cc2)[C@H]1CCCO	0.865	-0.156	0.876	-1.7	i	-0.7	0.0%	0.37	1441	0.7%	-0.1%	1.7	0.6	2.8	1.0%	-0.3	1029
CC1(C(=O)O)CC(C)(C(=O)O)CC(C)(C(=O)O)C1 (stereo unspecified)	-0.0267	-0.134	-0.00674	1.25	i	7.1	58.7µM*	0.76	1269	0.2%	-2.2%	4.4	1.2	1.6	12.6%	-0.4	997
COc1ccc(C(=O)Nc2ccc(Cl)cc2C(=O)NCc2ccco2)cc1OC	-0.691	0.224	0.00901	-0.103	i	-2.0	7.5%	-0.33	1317	0.5%	-1.0%	2.4	2.1	13.9	-11.3%	-5.4	869
CCc1c(C(=O)Nc2ccc(OC)cc2)[nH]c(C)c1C(C)=O	0.0916	-0.0354	0.213	0.445	i	-4.8	8.9%	0.04	1451	0.1%	-0.3%	4.1	4.4	6.8	6.3%	-0.3	1374
Cc1nc2c(=O)n(C)c(=O)n(C)c2nc1Cl	-6.2*	0.953*	-2.83*	0.917*	i	19.7	-15.6%	-0.6	1395	-1.4%[50 µM]	-2.0%	4.9	2.1	2.8	5.3%	3.8	418
CCn1c(CNc2ccc(F)cc2)nnc1SCC(=O)N1CCCc2ccccc21	-0.37	-0.342	-0.0298	0.834	i	13.8	8.7%	1.22	1276	-0.1%	-0.8%	6.2	3.1	6.4	6.5%	-3.3	932
CCn1c(C)nc2cc(C(=O)OC(C(F)(F)C(F)F)C(F)(F)C(F)F)ccc21	2.15	-0.241	0.288	-0.501	i	6.3	-2.8%	?	.	-0.3%	.	3.5	1.0	3.1	-3.0%	.	.
C=CCc1ccc(OCC(O)COc2ccc(CC=C)cc2OC)c(OC)c1	0.247	-0.22	0.107	-0.365	i	10.3	8.3%	.	.	0.2%	0.9%	1.3	1.4	12.2	8.2%	.	.
CC(=O)N1CCC2(CC1)CC(=O)c1cc(OCC(=O)NCc3ccco3)ccc1O2	-0.989	-0.25	-0.629	0.626	i	-4.5	-97.4%	0.31	1843	0.1%	-3.0%	3.4	1.9	4.0	15.7%	-1.0	1020
